Screening results: PubChem, National Center for Advancing Translational Sciences (NCATS)
Akt phos inh = blocks phosphorylation of Akt; Neuro2A IGF-stimulated pAkt S473 HTRF, 20 min; stronger effect = lower value; activity change, % for hits at 50 µM; hit rate 0.32% among 360,000; AID 651550; in the data active = activity change below about -80%; inconclusive = mostly about -51% to -80%; also: % is scaled to controls: 0 for no effect and ±100 for the full control effect
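Neuro2A cells (4,500/well, DMEM with 0.5% FBS) were treated with compound at a single 50 µM final concentration, stimulated with 6 nM IGF for 20 min at 37 °C, and lysed. Phospho-Akt Ser473 was read by HTRF as 665/615 ratio ×10^4.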
HepG2 viability = counter-screen for TGF-b inhibitors: cytotoxicity in HepG2 cells | Potency, µM (highest dose often 46.1 µM), without a hit: at the top dose activity change, negative = cytotoxicity, usual class: cytotoxic | hit rate 0.76% among 410,000 | AID 588856 | HepG2 CAGA-GFP viability, ATP luminescence, 18 h; also: potency is read from the fitted curve at half-maximal effect; some results filed as inactive show a strong effect at the top dose
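CellTiter-Glo luminescence gave cytotoxicity after 18 hours at 37 degrees C. The cells were HepG2 CAGA-GFP in 1% FBS DMEM, stimulated with 500 pg/mL TGF-beta after compound addition. %Activity was normalised to no-cell wells (complete cell-killing) and DMSO (no toxicity), and curves were fitted and classified.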
A549 tox = kills or reduces viability of A549 cells in Nrf2 counter-screen | AID 504648 | A549 ARE-Fluc cells, CellTiter-Fluor viability, 18-24 h | hit rate 0.16% among 390,000 | Potency, µM (highest dose often 46 µM), for inactives: at the top dose activity change, negative = cytotoxicity, usual class: inhibitors; also: potency is read from the fitted curve at half-maximal effect; % is scaled to controls: 0 for no effect and ±100 for the full control effect
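A549 ARE_Fluc cells in 5% FBS OPTI-MEM were exposed to compounds in concentration-response for 18-24 h at 37 deg C. Viability was read by CellTiter-Fluor fluorescence (Ex 405/Em 525) after 30 min, before the luciferase read.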
TGFb inhibitor = blocks TGF-b signaling | HepG2 CAGA-GFP TGF-b/SMAD3 reporter, GFP fluorescence, 18 h; TGF-beta stimulated, 500 pg/mL final | AID 588855 | hit rate 1.2% among 410,000 | Potency, µM (titrated, usually from 46.1 µM), inactives show top-dose activity, negative = inhibition, most hits filed as inhibitors; also: potency is read from the fitted curve at half-maximal effect; % is scaled to controls: 0 for no effect and ±100 for the full control effect; nearly all actives have a fitted effect of over 65% in size
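GFP signal (ex488/em500-530) from TGF-beta-stimulated HEPG2 CAGA-GFP cells, 500 pg/mL final, 18 h at 37 degrees C in DMEM plus 1% FBS, normalized to unstimulated and DMSO-stimulated controls.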
MmCpn inh = M. maripaludis TRiC chaperonin inhibition; purified Mm-Cpn ATPase, ADP Transcreener TR-FRET; Potency, µM (doses to about 76.9 µM), for inactives: at the top dose activity, negative = inhibition, hits mostly inhibitors; hit rate 0.031% among 330,000; also: potency is read from the fitted curve at half-maximal effect; % is scaled to controls: 0 for no effect and ±100 for the full control effect; nearly all actives have a fitted effect of over 80% in size
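ATP (10 uM final) was added to archaeal chaperonin (25 nM final) after 10 min exposure to test compound at 37°C; after 30 min further incubation, ADP was detected by competitive TR-FRET.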
Nrf2 ARE act = activators of Nrf2 (ARE) signaling; AREc32 ARE-luciferase reporter (MCF7-derived line), luminescence, 24 h; Potency, µM (highest dose often 46.1 µM), for inactives: at the highest dose activation, actives largely listed as activators; hit rate 0.31% among 410,000; also: potency is read from the fitted curve at half-maximal effect; % of control where 0% means no effect; nearly all actives have a fitted effect of over 65% in size
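AREc32_Fluc, 1000 cells/well, OPTI-MEM + 5% FBS, o/n 37 deg C 5% CO2; 23 nL cpd by pin tool, 24 hr; Steady-Glo 30 min RT, luminescence.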
Nrf2 inh = blocks Nrf2 signaling; A549 ARE-Fluc reporter, luciferase luminescence, 18-24 h; AID 504444; Potency, µM (highest dose often 46 µM), for the others: top-dose activity change, negative = inhibition, hits mostly inhibitors; hit rate 2.1% among 360,000; also: potency is read from the fitted curve at half-maximal effect; % is scaled to controls: 0 for no effect and ±100 for the full control effect; nearly all actives have a fitted effect of over 60% in size
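Nrf2 function is reported as luminescence of an ARE-controlled luciferase in A549 cells. Compounds were tested at several concentrations, and a CellTiter-Fluor read on the same wells flagged cytotoxicity.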
ATXN viability = cell viability loss in ATXN counter-screen; S2 cells (HEK-293 line with an ATXN2-luciferase reporter) viability, CellTiter-Fluor protease fluorescence, 24 h; Potency, µM (top dose mostly 56.7 µM), hits mostly cytotoxic; hit rate 0.49% among 400,000; AID 651635; also: potency is read from the fitted curve at half-maximal effect; nearly all actives have a fitted effect of over 40% in size
CCT modulator = changes cytosolic chaperonin activity | hit rate 0.3% among 360,000 | activity change, % (no concentration beside the values), hits read low | purified chaperonin ATPase assay, HTRF ADP detection, 30 min; in the data active = activity change below about -30%; also: % is scaled to controls: 0 for no effect and ±100 for the full control effect
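TRiC at 40 or 20 nM final (batch-dependent) in 30 mM Tris pH 7.4, 100 mM KCl, 5 mM MgCl2, 1 mM DTT, with compound at single 76 uM and 10 uM ATP, 30 min at 37 deg C. ADP detected by HTRF Transcreener, 665/615 ratio.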
Starred values were filed as active, the others as inactive; i = inactive; ? = inconclusive; . = no result given; & = joins results of further samples. Unless noted, calls follow the shape of the dose curve; as a rule, active = well fitted curve in the direction sought with a large enough effect; inconclusive = small, poorly fitted or top-dose-only effect, or another doubt; inactive = no such curve, though single readings can be large; an effect the other way counts as inactive or inconclusive.

SMILES	Akt phos inh	HepG2 viability	A549 tox	TGFb inhibitor	MmCpn inh	Nrf2 ARE act	Nrf2 inh	ATXN viability	CCT modulator
CC(=O)Nc1ccc(S(=O)(=O)Oc2ccccc2N2C(=O)C3C4CCC(C4)C3C2=O)cc1 (configuration not stated)	i	-32%	-19%	-9%	1%	-0.1%	?	i	0.3
Cn1ncc(Br)c1C(=O)OCC(=O)Nc1nc(-c2ccccc2)cs1	i	-6%	-2%	1%	-8%	0.8%	12%	i	-1.1
CCN(CC)CCn1c2c(c(SCC(=O)Nc3cc(C)on3)nc1=O)CCCC2	i	3%	-5%	-32%	3%	0.0%	22%	i	1.3
O=C(NCCCc1ccccc1)c1cccc(NC(=O)c2ccccc2)c1	i	-39%	6%	-3%	.	3.9%	-27%	i	-12
O=C(Nc1cccc(Cl)c1)c1cc(F)cc2c1OCOC2	i	2%	4%	26%	-9%	5.0%	7%	i	1.0
CCOc1ccc(N2C(=O)CC(N(CCc3ccc(OC)c(OC)c3)C(=S)Nc3ccccc3)C2=O)cc1 (configuration not stated)	i	-5%	?	-3%	-9%	?	23µM*	?	-1.4
S=C(NCCc1ccccc1)N1CCN(Cc2ccccc2)CC1	i	-8%	6%	-14%	-2%	4.4%	26%	i	1.7
COc1cccc(-c2cc3nc(NCCOc4ccccc4Cl)n(C)c(=O)c3s2)c1	i	-26%	.	-18%	.	3.9%	.	i	0.9
COC(=O)c1c(N2C(=O)[C@H]3[C@@H](C2=O)[C@]2(C(=O)Nc4c(C)cccc42)N2CCC[C@@H]32)sc(C)c1C	i	-42%	-2%	8%	-6%	5.1%	22%	i	0.8
CCC(Sc1nnnn1-c1ccccc1)C(=O)Nc1nc2ccccc2s1 (configuration not stated)	i	-37%	1%	?	0%	6.5%	1%	i	0.2

The last two entries of the part before come first, to join the parts.
SMILES	Akt phos inh	HepG2 viability	A549 tox	TGFb inhibitor	MmCpn inh	Nrf2 ARE act	Nrf2 inh	ATXN viability	CCT modulator
COC(=O)c1c(N2C(=O)[C@H]3[C@@H](C2=O)[C@]2(C(=O)Nc4c(C)cccc42)N2CCC[C@@H]32)sc(C)c1C	i	-42%	-2%	8%	-6%	5.1%	22%	i	0.8
CCC(Sc1nnnn1-c1ccccc1)C(=O)Nc1nc2ccccc2s1 (configuration not stated)	i	-37%	1%	?	0%	6.5%	1%	i	0.2
COc1ccc(Cn2c(C(=O)O)c(CNCCc3ccco3)c3ccc(OC)cc32)cc1	.	-6%	-26%	-13%	.	8.6%	28%	?	.
Cc1ccc(S(=O)(=O)c2nc(S(=O)(=O)c3ccccc3)sc2N2CCN(CCO)CC2)cc1	i	-2%	-15%	3%	0%	?	?	i	0.4
CC1CCc2[nH]c3ccc(C(=O)Nc4ccc(C(=O)N(C)C)cc4)cc3c2C1 (configuration not stated)	i	10%	-6%	10%	-7%	-0.2%	2%	i	-0.5
CCOC(=O)C(C)Sc1ncnc2c1nnn2-c1ccc(F)cc1 (configuration not stated)	i	-11%	-2%	-28%	2%	4.1%	2%	i	1.8
Cc1cc(=O)n2nc(N3CCCC(C(=O)NCCCN4C(C)CCCC4C)C3)sc2n1 (configuration not stated)	i	-28%	.	2%	.	0.0%	.	i	-0.1
Cc1cc(C(=O)COC(=O)Cn2cnc3c2c(=O)n(C)c(=O)n3C)c(C)n1C	i	-15%	-4%	1%	0%	0.0%	3%	i	-4.8
O=C(NC1CCC1)C1CCC(=O)N(Cc2ccccc2F)C1 (configuration not stated)	.	6%	-9%	1%	2%	-1.0%	-14%	?	-0.2
O=c1[nH]nc(SCc2ccccc2Cl)n1-c1ccc2c(c1)OCCO2	i	-2%	-15%	-5%	0%	2.7%	4%	i	-11
CC(=O)Nc1ccc2sccc2c1	i	10%	-1%	19%	0%	0.5%	25%	i	2.0
Cc1cccc(NC(=O)CCC(=O)Nc2nnc(C3CCCCC3)s2)c1	i	-9%	10%	-5%	1%	0.1%	12%	i	-3.4
CCCSc1nc2cc(S(=O)(=O)N3CCOCC3)ccc2n1CC	i	11%	5%	12%	0%	0.5%	?	?	0.3
COc1ccc(CNC(=O)CN2CCC(NC(=O)c3ccc(OC)cc3)CC2)cc1	i	-1%	4%	6%	0%	-0.7%	-8%	i	2.7
CCOC(=O)c1ccc(N2Cc3ccccc3C2)cc1O	i	1%	1%	5%	-1%	4.4%	14%	i	1.9
CCC1CN(C(=O)Nc2cccc(OC)c2)c2ccccc2O1 (configuration not stated)	.	-14%	?	-27%	.	3.4%	?	.	.
O=C(CN1CCC(n2nnc3cc(F)ccc32)CC1)NCCc1ccccc1	i	14%	0%	11%	1%	3.7%	.	i	-3.9
CC(C#N)N1CCN(S(=O)(=O)c2ccc3c(c2)CCC3)CC1 (configuration not stated)	i	1%	-1%	-1%	1%	0.0%	6%	i	0.6
O=C(CCCn1c(=S)[nH]c2ccccc2c1=O)N1CCCCC1	i	-14%	1%	0%	-4%	0.1%	-19%	i	-1.2
O=C(CSc1nc(O)cc(=O)[nH]1)N1c2ccccc2Sc2ccccc21	i	-14%	7%	1%	-5%	0.4%	-11%	i	-2.1
COc1ccc(OC)c(S(=O)(=O)N2CCCC(C(=O)N3CCCCCC3)C2)c1 (configuration not stated)	i	-16%	-4%	-18%	0%	-0.9%	-4%	i	0.7
CCOC(=O)C1=C(O)C(=O)N(c2ccc(S(N)(=O)=O)cc2)C1c1cccc([N+](=O)[O-])c1 (configuration not stated)	i	-2%	-2%	-6%	-1%	-0.1%	-3%	i	-2.9
O=C(Cc1ccc(Cl)cc1)Nc1ccccc1CO	i	-31%	3%	0%	0%	0.6%	.	?	1.4
O=C(O)CP(=O)(O)O	i	-4%&2%	4%	-1%&2%	-11%	-0.2%	1%	i	-0.5
Cc1ccc(S(=O)(=O)N2CCCCC2)cc1NC(=O)CNC(C)c1ccc(Cl)c(Cl)c1 (configuration not stated)	i	1%	?	?	0%	-0.5%	?	?	-0.9
Cn1c(=O)cc(OCCCC(=O)N2CCCCC2)c2ccccc21	i	-1%	0%	-28%	-1%	6.7%	?	i	0.5
Cc1ccc2nc(CN3CCN(C(=O)Nc4ccc(C)c(F)c4)CC3)oc2c1	.	-29%	-2%	-27%	.	9.1%	.	i	.
Cc1ccc(S(=O)(=O)N2CCOC2CNC(=O)C(=O)NCCN(C)C)cc1 (configuration not stated)	i	5%	-2%	7%	1%	-0.5%	14%	i	-1.6
CC(=O)Nc1cnc(-c2cccc(C(=O)N(C)C)c2)cn1	i	4%	.	1%	.	0.0%	.	i	0.4
Cc1ccsc1/C=N/NC(=O)c1cccnc1	i	2%	-2%	7%	1%	0.1%	-39%	i	2.2
Cc1cc(N2CCCC2=O)ccc1S(=O)(=O)N1CCOCC1	i	6%	-5%	-1%	1%	-0.1%	?	i	-1.5
CCOC(=O)N1CCN(CCC(=O)Nc2ccc(OC(F)(F)F)cc2)CC1	i	-20%	-5%	-10%	-4%	-0.7%	?	i	-1.5
O=C(Cc1ncc(C(F)(F)F)cc1Cl)N1CCN(c2ccc(F)cc2)CC1	i	-39%	-6%	-8%	2%	-0.2%	3%	i	-3.3
CCc1nc2ccccc2c(C(=O)OCC(=O)Nc2cccc(S(=O)(=O)N3CCOCC3)c2)c1C	.	-45%	?	?	-1%	-2.5%	.	?	-7.3
CC(=O)c1cc2c(cc1NC(=O)CSc1nnc(C)s1)OCO2	i	14%	-7%	3%	-1%	2.3%	1%	i	-0.9
Cc1ccc(S(=O)(=O)N(CC(=O)NCCSc2ccccn2)c2ccccc2F)cc1	i	-5%	-8%	-22%	-1%	-0.7%	-11%	i	-0.4
CC1(C)CC(=O)C(N=Nc2cccnc2)=C(O)C1	i	-25%	-1%	-18%	0%	0.3%	-1%	i	-5.3
Fc1ccc(-c2nc3nc4ccccc4nc3n2Cc2ccco2)cc1	i	-3%	3%	17%	-1%	7.7%	?	i	-1.7
Cc1ccc(NC(=O)C(=O)c2cn(CC(=O)N3CCCCC3)c3ccccc23)cc1	i	-12%	6%	-5%	-5%	0.2%	-26%	i	-0.6
c1ccc2c(CCNc3ncnc4nc[nH]c34)cccc2c1	i	-39%	-13%	-7%	0%	0.4%	?	i	-5.4
COc1ccc(C2CC(c3ccccc3)=NN2C(=O)c2cccs2)cc1 (configuration not stated)	i	-19%	?	-21%	1%	3.9%	?	i	0.0
COc1ccc(-c2csc(NC(=O)C3CSC4(C)CCC(=O)N34)n2)c(OC)c1 (configuration not stated)	i	-6%	8%	1%	-9%	17%	-17%	i	0.0
COC(=O)c1ccc2ccccc2c1OC1OC(CO)C(O)C(O)C1NC(C)=O (configuration not stated)	i	20%	-3%	7%	-2%	-0.7%	?	i	1.2
Oc1cccc(-c2csc(C(O)(c3ccccc3)C(F)(F)F)n2)c1 (configuration not stated)	i	-35%	.	?	.	5.6%	.	i	1.0
COc1ccc(NS(=O)(=O)c2cc(N)ccc2N2CCCC2)cc1	i	-7%	-16%	18%	-5%	-0.6%	-1%	i	0.4
Cc1ccc(NC(=O)CN(C)C(=O)Cc2c(Cl)cccc2Cl)cc1	i	-8%	0%	-3%	-1%	0.6%	-8%	i	0.2
O=C(CNC(=O)Cc1ccccc1)NCC(=O)OCC(=O)c1ccc(Cl)cc1	i	10%	0%	2%	1%	0.0%	-13%	i	-3.6
O=C(NC1CCCCCC1)C1CCCN(S(=O)(=O)c2cccs2)C1 (configuration not stated)	i	-3%	-8%	-3%	-1%	0.5%	0%	i	-2.8
Cc1ccc2nsnc2c1NC(=O)Cc1ccc(Cl)cc1	i	-8%	12%	-5%	-2%	0.1%	4%	i	1.8
